AHR activator: activators of human aryl hydrocarbon receptor. P35869. AHR-responsive luciferase reporter cells, luminescence. activation, % at 5 µM. 320,000 tested, 2.5% active; in the data active means activation above about 47%;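 further: 0% = vehicle wells and 100% = reference agonist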
Target sequence (P35869 whole entry, looked up): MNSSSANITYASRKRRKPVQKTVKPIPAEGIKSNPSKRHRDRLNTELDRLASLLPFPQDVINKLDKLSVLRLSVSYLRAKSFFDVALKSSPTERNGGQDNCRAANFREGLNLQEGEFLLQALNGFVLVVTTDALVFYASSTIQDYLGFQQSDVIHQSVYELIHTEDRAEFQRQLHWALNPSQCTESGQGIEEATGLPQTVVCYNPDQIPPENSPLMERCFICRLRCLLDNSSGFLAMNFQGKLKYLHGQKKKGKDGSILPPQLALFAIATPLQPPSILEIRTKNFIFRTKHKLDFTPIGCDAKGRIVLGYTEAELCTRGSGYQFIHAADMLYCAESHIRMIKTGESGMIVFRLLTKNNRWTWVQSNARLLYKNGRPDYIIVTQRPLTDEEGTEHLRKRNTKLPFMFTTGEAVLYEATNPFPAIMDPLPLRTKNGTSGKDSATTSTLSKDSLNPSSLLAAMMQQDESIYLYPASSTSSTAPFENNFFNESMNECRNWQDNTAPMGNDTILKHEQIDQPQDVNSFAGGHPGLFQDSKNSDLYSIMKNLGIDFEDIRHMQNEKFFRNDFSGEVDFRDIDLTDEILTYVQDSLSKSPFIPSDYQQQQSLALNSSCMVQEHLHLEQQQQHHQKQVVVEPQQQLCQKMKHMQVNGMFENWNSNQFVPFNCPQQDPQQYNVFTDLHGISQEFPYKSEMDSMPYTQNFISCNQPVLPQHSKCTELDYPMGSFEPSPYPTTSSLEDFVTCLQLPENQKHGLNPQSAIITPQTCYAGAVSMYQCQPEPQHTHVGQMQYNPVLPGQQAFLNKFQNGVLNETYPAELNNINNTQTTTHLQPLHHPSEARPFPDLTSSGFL
GASC-1 inh: inhibitors of human GASC-1 (JMJD2C) demethylase; Q9H3R0; GST-JMJD2C(1-420) H3K9me3 demethylation, DELFIA europium; inhibition, % at 2.35 µM; 330,000 tested, 0.069% active;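 active means more than half of a compound's replicate wells show inhibition beyond 50%, single wells judged on their own value; inconclusive means some, but no more than half, of replicates pass 50% inhibition; inactive means no replicate passes 50% inhibition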;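 further: signal counts dimethyl H3K9 product captured on neutravidin plate; 0% = median of DMSO wells and 100% = 0.3 times that DMSO median; strong numbers were not always called active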
Yeast superoxide: caloric restriction mimetics inhibiting age-related superoxide in yeast; superoxide response (% of plate mean), % at 10 µM; 330,000 tested, 0.18% active; AID 2690; S. cerevisiae aged cells, superoxide DHE fluorescence; stronger effect = lower value;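 active means superoxide response under a set limit, about three screen SD below normal, cut at about 65% in these data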;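 further: yeast aged for seven days with compound at 30 °C before DHE staining; 100% = average MFI of all compound-treated wells on the plate with controls excluded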
procasp3 activ: procaspase-3 (human) activation. recombinant procaspase-3 D3A, Ac-DEVD-pNA absorbance 405 nm. AID 463141. 330,000 tested, 0.11% active. P42574. activation, % at 8.5 µM;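 active means activation above the mean of all tested compounds plus 3 SD, cut at about 21% in these data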;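 further: 0% = DMSO alone and 100% = DMSO wells spiked with extra 5 µM PC-3 D3A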
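Technique: 405 nm absorbance of p-nitroaniline, reads at 0 and 120 min; Test system: Procaspase-3 D3A mutant; Incubation: 1 h enzyme-compound preincubation, then 2 h substrate reaction, 25 °C; Repeats: singlicate, each compound tested once; Benchmarks: low control DMSO wells, high control DMSO plus 5 µM PC-3 D3A.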
RPL19A-GFP yeast: modulators of TOR pathway RPL19A-GFP in S. cerevisiae; S. cerevisiae RPL19A-GFP strain, flow cytometry, 3 h; stronger effect = lower value; percent response vs DMSO, % at 10 µM; 330,000 tested, 0.3% active;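 active means percent response vs DMSO below 50%; inconclusive means fewer than 70 events counted for the yeast strain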;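 further: median channel GFP fluorescence of the barcoded RPL19A-GFP strain; ratio of sample median GFP to plate DMSO average so 100% = DMSO; lower means less RPL19A-GFP as with rapamycin TOR inhibition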
LAP4 TOR yeast: alters LAP4-GFP fluorescence in TOR pathway yeast screen; S. cerevisiae LAP4-GFP multiplex, flow cytometry GFP, 3 h; median GFP as percent of DMSO wells; GFP response vs DMSO, % at 10 µM; 320,000 tested, 0.34% active; AID 2023;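 active means GFP response vs DMSO above a set limit, about the screen mean plus 3 SD, cut at about 150% in these data; inconclusive means under 70 cell events counted for the yeast strain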
proCasp7 act: counter-screen for procaspase-3 activators: activators of human procaspase-7; recombinant procaspase-7, Ac-DEVD-pNA absorbance 405 nm; D23A/D198A/D206A triple mutant, cannot self-cleave; scale: DMSO 0, 5 µM enzyme 100; activation, % at 8.5 µM; 330,000 tested, 0.093% active; AID 463210;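 active means percent activation above the screen-wide mean plus 3 SD, cut at about 25% in these data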
Target sequence (P55210 whole entry D23A/D198A/D206A): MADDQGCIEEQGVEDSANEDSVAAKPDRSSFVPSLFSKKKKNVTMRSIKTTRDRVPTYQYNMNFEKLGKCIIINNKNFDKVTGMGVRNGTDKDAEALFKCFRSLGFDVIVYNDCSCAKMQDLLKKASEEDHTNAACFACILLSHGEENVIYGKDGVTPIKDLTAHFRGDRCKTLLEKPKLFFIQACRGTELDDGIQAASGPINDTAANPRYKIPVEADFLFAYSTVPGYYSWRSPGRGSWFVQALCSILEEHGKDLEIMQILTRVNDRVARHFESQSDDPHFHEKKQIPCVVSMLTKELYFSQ
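Material: Procaspase-7 triple mutant (PC-7 D3A) | Quantity: 2 µM procaspase-7 mutant as dispensed | Reagent: DEVD-pNA substrate | Times: 1 h preincubation, 2 h reaction | Technique: 405 nm absorbance of p-nitroaniline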
MEP2 TOR yeast: alters MEP2-GFP fluorescence in TOR pathway yeast screen | S. cerevisiae MEP2-GFP strain, flow cytometry GFP, 3 h; 100% = DMSO control level | GFP response vs DMSO, % at 10 µM | 330,000 tested, 0.51% active;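 active means GFP response versus DMSO above a set limit, roughly screen mean plus 3 SD, cut at about 180% in these data; inconclusive means fewer than 70 cells counted for a yeast strain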;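 further: median GFP fluorescence of the barcode-gated MEP2-GFP cells per well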
The depositor's hits bear a star; ? = inconclusive; . = not tested or not shown.

SMILES | AHR activator | GASC-1 inh | Yeast superoxide | procasp3 activ | RPL19A-GFP yeast | LAP4 TOR yeast | proCasp7 act | MEP2 TOR yeast
Cc1nc2nc3c(c(=O)n2[nH]1)CCC3 | -1 | -14 | 95 | 11 | 104 | 103 | 13 | 103
COc1cccc(-n2cnc3sc4c(c3c2=O)CCC4)c1 | 7 | 147 | 93 | 2 | 99 | 105 | 12 | 106
CCCc1nc(-c2cc3ccccc3[nH]c2=O)no1 | 11 | -6 | 108 | -1 | 95 | 105 | 0 | 106
O=C1C(Cl)=C(N2CCN(c3ccccc3[N+](=O)[O-])CC2)C(=O)c2ccccc21 | 71* | -1 | 146 | -14 | 94 | 99 | -16 | 87
Cc1ccc(C)c(S(=O)(=O)N2CCCOC2CNC(=O)C(=O)NCCc2ccco2)c1 (stereo unspecified) | 2 | 2 | 87 | 8 | 101 | 80 | 4 | 91
N#Cc1cccnc1N1CCN(C(=O)c2cccs2)CC1 | . | 2 | 107 | . | 99 | 90 | . | 101
Cc1ccccc1C(=O)OCc1cnc(Cl)s1 | 2 | -13 | 82 | -6 | 93 | 89 | 9 | 92
COc1cccc(/C=N/NC(=S)NCCc2ccccc2)c1OC | . | -3 | 92 | . | 99 | 78 | . | 104
COc1cccc(C(=O)Nc2cc(NC(=O)c3cccs3)ccc2C)c1 | 12 | 2 | 79 | 4 | 100 | 98 | 5 | 107
O=C(O)c1cc2c(ccc3ccccc32)o1 | 3 | 9 | 142 | 8 | 103 | 107 | 9 | 101
CCOC(=O)c1cnc2ccc(Cl)cc2c1NCCN(C)C | 6 | 7 | 100 | 5 | 97 | 95 | 9 | 97
CC(=O)Nc1ccc(S(=O)(=O)N(CCCN2CCOCC2)Cc2cccs2)cc1 | 1 | -14 | 101 | 6 | 98 | 97 | 5 | 94
CCOc1ccc(CCNC(=O)CCOc2cc(C)ccc2C)cc1OCC | 5 | 0 | 108 | -7 | 103 | 97 | -5 | 104
c1ccc(-n2c(SCc3ccncc3)nnc2-c2ccco2)cc1 | 3 | -2 | 99 | -2 | 103 | 103 | -1 | 99
Cc1ccc(-c2nnc(N3CCN(c4ccccn4)CC3)c3ccccc23)cc1 | -2 | 5 | 96 | 8 | 100 | 103 | 7 | 93
COc1ccccc1/C=N/OC(=O)c1ccc(C)cc1 | 2 | -7 | 95 | 9 | 98 | 116 | 5 | 102
CCC1CCCCN1C(=O)CSc1nc2ccsc2c(=O)n1Cc1ccccc1 (stereo unspecified) | 0 | 8 | 94 | 1 | 96 | 99 | 11 | 98
O=C1CC(c2ccccc2)CC(=O)N1c1ccccc1 | 1 | -7 | 109 | -2 | 97 | 105 | 10 | 89
CC(=O)N1CCN(S(=O)(=O)c2cccc(C(=O)NNC(=O)COc3ccc(Cl)cc3C)c2)CC1 | 0 | 84 | 90 | 4 | 96 | 108 | 5 | 98
COc1cccc(/C=C/c2onc(C)c2S(=O)(=O)N2CCC(C(=O)NC3CCCCCC3)CC2)c1 | -3 | 6 | 107 | 2 | 101 | 86 | -13 | 107
O=C(CC1SC(=O)N(c2ccccc2)C1=O)Nc1ccccc1 (stereo unspecified) | 2 | -1 | 129 | -19 | 90 | 114 | -20 | 113
C1CC(CN2CCOCC2)CN(c2nc3nonc3nc2N2CCSCC2)C1 (stereo unspecified) | 1 | -7 | 99 | 4 | 92 | 101 | 6 | 102
COc1cc(-c2[nH]ncc2CN2CCN(c3cccc(C)n3)CC2)cc(OC)c1OC | 2 | 2 | 99 | 3 | 104 | 99 | 5 | 100
CCOC(=O)Nc1nnc(-c2ccc(OC)cc2)s1 | 16 | 4 | 91 | 0 | 95 | 107 | 5 | 100
CC(C)c1ccc2c(c1)C1Cc3ccccc3C1N2 (stereo unspecified) | 51* | 5 | 103 | 2 | 95 | 97 | 6 | 102

4 entries out of the list above, arranged by the number in MEP2 TOR yeast, rising:
| Compound | MEP2 TOR yeast |
| --- | --- |
| O=C1CC(c2ccccc2)CC(=O)N1c1ccccc1 | 89 |
| Cc1ccccc1C(=O)OCc1cnc(Cl)s1 | 92 |
| c1ccc(-n2c(SCc3ccncc3)nnc2-c2ccco2)cc1 | 99 |
| COc1cc(-c2[nH]ncc2CN2CCN(c3cccc(C)n3)CC2)cc(OC)c1OC | 100 |

Given as tab-separated lines: entries from further up.
Molecule	AHR activator	GASC-1 inh	Yeast superoxide	procasp3 activ	RPL19A-GFP yeast	LAP4 TOR yeast	proCasp7 act	MEP2 TOR yeast
O=C1CC(c2ccccc2)CC(=O)N1c1ccccc1	1	-7	109	-2	97	105	10	89
CC(=O)N1CCN(S(=O)(=O)c2cccc(C(=O)NNC(=O)COc3ccc(Cl)cc3C)c2)CC1	0	84	90	4	96	108	5	98

(next part)
SMILES | AHR activator | GASC-1 inh | Yeast superoxide | procasp3 activ | RPL19A-GFP yeast | LAP4 TOR yeast | proCasp7 act | MEP2 TOR yeast
Cc1ccc(SCC(=O)Nc2ccc(-c3nnc(-c4ccco4)o3)cc2)cc1 | -1 | 23 | 87 | 4 | 102 | 109 | 1 | 108
CCOc1ccccc1N1CCN(C(=O)c2ccccc2SCC(=O)N2CCCC2)CC1 | 2 | 16 | 93 | 7 | 107 | 85 | 0 | 111
CCOC(=O)C1C(C#N)=C(N)OC(C)=C1c1ccncc1 (stereo unspecified) | 2 | 7 | 194 | 1 | 102 | 104 | 1 | 104
COc1ccc(S(=O)(=O)NCC2CCCN(C(=O)CSC)C2)cc1 (stereo unspecified) | -1 | -22 | 116 | 4 | 96 | 82 | 15 | 94
CC(C)(Oc1ccc(C2CC2(Cl)Cl)cc1)C(=O)O (stereo unspecified) | 2 | . | 89 | 3 | 88 | 111 | 3 | 87
CC(OC(=O)CCC(=O)c1ccc(F)cc1)C(=O)NC1CCCCC1C (stereo unspecified) | -2 | -2 | 93 | 0 | ? | ? | -11 | ?
O=C(N/N=C/c1ccc(O)c(Br)c1)c1cc2c(ccc3ccccc32)o1 | . | 4 | 103 | . | 114 | 66 | . | 104
C=C1C(C(=O)Nc2ccccc2)C1C(=O)Nc1ccccc1 (stereo unspecified) | 1 | -3 | 102 | -4 | 99 | 109 | -6 | 97
COc1ccc(CCNC(=O)CC(NC(=O)c2ccccc2Cl)c2ccccc2)cc1 (stereo unspecified) | -1 | -5 | 99 | 6 | 103 | 93 | 1 | 101
COc1ccc(N2CCN(C(=O)c3oc4ccccc4c3NC(=O)Cc3ccc(OC)c(OC)c3)CC2)cc1 | -1 | 18 | 80 | 4 | 98 | 92 | 3 | 93
O=C(Nc1cnn(Cc2ccc(F)cc2)c1)c1cc(-c2ccco2)on1 | 14 | 7 | 98 | 1 | 100 | 109 | 8 | 98
COC(=O)c1ccc(NC(=O)CCS(=O)(=O)c2ccc(Br)cc2)cc1 | -1 | 3 | 87 | -2 | 104 | 97 | 3 | 107
O=C(NCCS(=O)(=O)N1CCN(c2ccc(F)cc2)CC1)c1ccc(Br)o1 | -1 | 11 | 109 | 10 | 105 | 110 | 8 | 109
COc1ccc(CN(CC(O)COc2cccc3[nH]cc(C)c23)C(C)(C)C)cc1 (stereo unspecified) | 3 | -9 | 110 | 6 | 103 | 89 | -3 | 107
CCC(C)(C)C1CCC(NC(=O)c2ccc(S(=O)(=O)N3CCOCC3)cc2)CC1 (stereo unspecified) | 1 | -2 | 94 | 4 | ? | ? | -2 | ?
O=C(OCC(=O)N1CCc2ccccc2C1)c1ccc(N2CCOCC2)c([N+](=O)[O-])c1 | 4 | 6 | 74 | 4 | 104 | 102 | 1 | 109
COc1ccc(NC(=O)C2CCCN(c3ncnc4onc(-c5ccc(F)cc5)c34)C2)cc1 (stereo unspecified) | 6 | -10 | 102 | 5 | 96 | 97 | 8 | 99
CCC(CC)C(=O)N1CCCC(c2nc(-c3cccs3)no2)C1 (stereo unspecified) | -3 | -4 | 111 | -3 | 101 | 101 | 2 | 105
COCCNC(=O)C1CC(c2ccccc2C(F)(F)F)=NO1 (stereo unspecified) | 0 | -3 | . | 5 | . | . | 3 | .
CCN(CC)S(=O)(=O)c1ccc(N2CCOCC2)c(NC(=O)COc2ccccc2)c1 | 1 | -4 | 102 | -5 | 91 | 120 | 0 | 105
COc1ccc2oc(=O)c(C(=O)N3CCCc4ccccc43)cc2c1 | 0 | -7 | 97 | 7 | 114 | 105 | -4 | 105
COC(=O)c1cc(CN2CCN(c3ccccc3)CC2)ccc1O | 3 | 3 | 98 | -2 | 107 | 97 | 0 | 108
O=C(N/N=C1\C/C(=N\NC(=O)c2ccncc2)c2ccccc21)c1ccncc1 | 56* | -41 | 106 | -5 | 90 | 81 | -12 | 80
COc1ccccc1NS(=O)(=O)c1cc(NC(=O)CN2C(=O)NC3(CCCC3)C2=O)ccc1C | 2 | 1 | 90 | -4 | 89 | 94 | -5 | 92
Cc1ccc(NC(=O)C(=O)NN)cc1 | 1 | 7 | 92 | 10 | 98 | 96 | 6 | 101
Further entries follow.
SMILES | AHR activator | GASC-1 inh | Yeast superoxide | procasp3 activ | RPL19A-GFP yeast | LAP4 TOR yeast | proCasp7 act | MEP2 TOR yeast
CCOc1ccccc1NC(=O)N1CCCC1C(=O)Nc1ccc(-n2cnnn2)c(C)c1 (stereo unspecified) | 0 | -1 | 100 | 4 | 100 | 101 | -3 | 103
O=C1CS/C(=N/N=C/c2ccncc2)N1 | 34 | 1 | 101 | -6 | 106 | 115 | 2 | 102
COc1ccc(N2CCN(Cc3nc4ccccc4c(=O)[nH]3)CC2)cc1 | 19 | 2 | 93 | 3 | 93 | 98 | 9 | 93
O=C(CSc1nc(-c2ccc(F)cc2)cc(C(F)(F)F)n1)NCc1cccs1 | 2 | 2 | 97 | 8 | 92 | 90 | -6 | 84
CC#CC(=O)N1CCC(CCC(=O)N(C)Cc2ccccc2)CC1 | 0 | -5 | 96 | 9 | 103 | 92 | 7 | 103
Cc1nc(N2CCN(C(=O)c3cnccn3)CC2)c2c3c(sc2n1)CC(C(C)(C)C)CC3 (stereo unspecified) | 3 | 0 | 106 | -4 | 103 | 94 | -3 | 101
O=C(OCC(=O)N1CCc2ccccc21)c1c2c(nc3ccccc13)CCCCC2 | 22 | -3 | 71 | 8 | 95 | 108 | -8 | 114
CCOCC(=O)N1CCN(c2ccccc2OC)CC1 | -1 | -8 | 91 | 9 | 97 | 99 | 4 | 99
CC(C)(C)c1ccc(C(=O)NCCC(=O)NCc2cccs2)cc1 | 14 | -4 | 96 | 2 | 101 | 88 | 2 | 97
COc1ccccc1OCc1nnc(SCCN2CCOCC2)o1 | 9 | 3 | 93 | 3 | 96 | 84 | -2 | 98
COc1ccc(/C=N/NC(=O)c2cccnc2)cc1CSc1nc2ccccc2s1 | 54* | -16 | 75 | 4 | 99 | 105 | -12 | 102
COc1cc(NC(=O)CSc2ccc(-c3ccccn3)nn2)cc(OC)c1 | 11 | 0 | 101 | 2 | 96 | 94 | 6 | 83
O=c1oc(Cc2ccccc2)nc2ccccc12 | 1 | 66 | 110 | 0 | 109 | 79 | 11 | 107
CSc1ccc(-c2nnn(Cc3ccc(C)cc3)n2)cc1 | 4 | 6 | 99 | 3 | 94 | 99 | 7 | 96
Cc1c(Cl)cccc1NC(=S)NCCc1ccc(F)cc1 | 0 | 49 | 107 | -4 | 92 | 102 | 2 | 103
C=CCN1C(=O)c2ccc(C(=O)N(C)CC(=O)Nc3ccccc3C(F)(F)F)cc2C1=O | 3 | 2 | 88 | 2 | 76 | 92 | -5 | 94

High-throughput results deposited in PubChem BioAssay by several laboratories.
